Bioassay records from PubChem BioAssay.
HT1080 viability: HT1080 cell viability loss – fluorescence readout (AID 620); HT1080 viability, fluorescence; higher % means a stronger effect; one-dose cytotoxicity, % at 10 µM; EC50 in µM for titrated hits; actives 0.42% (n = 87,000); in the data active means cytotoxicity above about 50%;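 further: cells exposed to compound overnight then 4 h with Alamar Blue; 0% = vehicle DMSO and 100% = killing control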
* = called active by the depositor.

How did CC1Cc2cc(/C(O)=C3/C(=O)C(=O)N(CCCn4ccnc4)C3c3cccnc3)ccc2O1 (centres undefined) do in these assays?
HT1080 viability: -3%

Results for CCNC(=O)C(Sc1ccccc1)c1ccccc1 (centres undefined) ?
HT1080 viability: 12%

What do the screens show for `COC(=O)[C@@]1(Cc2ccccc2)[C@H]2c3cc(C(=O)N(C)C)n(Cc4ccccn4)c3C[C@H]2CN1C(=O)c1ccccc1`?
HT1080 viability: -16%

What do the screens show for `Nc1nnc(SCc2ccc(F)cc2)n1-c1ccccc1`?
HT1080 viability: 1%

How did Cc1ccc(C)c(N(Cc2ccccc2F)S(C)(=O)=O)c1 do in these assays?
HT1080 viability: 2%

Results for Cc1nn(C)c(C)c1CN(C)C(=O)CCCC(=O)O ?
HT1080 viability: 2%

What do the screens show for `CCC1=C(OC(=O)N(CC)CC)N2C(=O)OC(=NCC3CC3)[C@]2(Cc2ccccc2)[C@H]2C1=CC[C@H]1C(=O)NC(=O)[C@H]12`?
HT1080 viability: 8%

Results for Cc1ccnc2nc(C(=O)OCC(=O)Nc3ccc4c(c3)OC(F)(F)O4)nn12 ?
HT1080 viability: -8%

How did Cc1ccc(-c2nc3cccnc3o2)cc1NC(=O)COc1ccc(C(C)(C)C)cc1 do in these assays?
HT1080 viability: -5%

Results for COc1ccc(C(=O)NCS(=O)(=O)c2ccc(C)cc2)cc1 ?
HT1080 viability: -11%

Compounds listed so far containing a carbonyl joined to an NH by a bond outside any ring:
Results for CCNC(=O)C(Sc1ccccc1)c1ccccc1 (centres undefined) ?
HT1080 viability: 12%

Results for Cc1ccnc2nc(C(=O)OCC(=O)Nc3ccc4c(c3)OC(F)(F)O4)nn12 ?
HT1080 viability: -8%

How did Cc1ccc(-c2nc3cccnc3o2)cc1NC(=O)COc1ccc(C(C)(C)C)cc1 do in these assays?
HT1080 viability: -5%

Results for COc1ccc(C(=O)NCS(=O)(=O)c2ccc(C)cc2)cc1 ?
HT1080 viability: -11%

Entries from the list above containing fluorine:
What do the screens show for `Nc1nnc(SCc2ccc(F)cc2)n1-c1ccccc1`?
HT1080 viability: 1%

How did Cc1ccc(C)c(N(Cc2ccccc2F)S(C)(=O)=O)c1 do in these assays?
HT1080 viability: 2%

Results for Cc1ccnc2nc(C(=O)OCC(=O)Nc3ccc4c(c3)OC(F)(F)O4)nn12 ?
HT1080 viability: -8%

New compounds follow:
How did Nc1nc(CN2CCN(c3ccccc3F)CC2)nc(Nc2ccc3c(c2)OCCO3)n1 do in these assays?
HT1080 viability: -9%

What do the screens show for `COc1ccc(NC(=O)CN2CCCN(S(=O)(=O)c3ccc(F)cc3)CC2)cc1`?
HT1080 viability: -6%

What do the screens show for `CCOc1cccc(CNCCNC(=O)c2nonc2N)c1`?
HT1080 viability: -7%

What do the screens show for `CC(C)[C@H](NS(=O)(=O)c1ccccc1)C(=O)OCn1nnc2ccccc2c1=O`?
HT1080 viability: 11%

How did Cc1ccc(NC(=O)/C(=C/c2cccc([N+](=O)[O-])c2)NC(=O)C2CCCCC2)cc1 do in these assays?
HT1080 viability: 1%

Results for O=C(COc1ccc2ccccc2c1)NC1CC1 ?
HT1080 viability: 6%

What do the screens show for `CC1(C)OCC(CSC2=C(SCC3COC(C)(C)O3)C(=O)c3ncccc3C2=O)O1` (centres undefined)?
HT1080 viability: -7%

What do the screens show for `CCOc1ccc2cc(/C=C/C(=O)c3ccco3)c(Cl)nc2c1`?
HT1080 viability: 2%

Results for CCc1nnc(NC(=O)CCC(=O)N2CCN(c3ccccn3)CC2)s1 ?
HT1080 viability: -11%

What do the screens show for `c1ccc2c(c1)CC1(CCCCC1)n1nnnc1-2`?
HT1080 viability: -4%

Results for C=CCn1c(-c2cccc3ccccc23)n[nH]c1=S ?
HT1080 viability: 3%

What do the screens show for `Fc1ccc(/C=N/c2c(-c3ccc(F)cc3)nc3n2CCS3)cc1`?
HT1080 viability: -7%

What do the screens show for `Cc1ccc(C)c(NS(=O)(=O)c2cc(C(=O)NCc3ccco3)ccc2C)c1`?
HT1080 viability: 0%

How did OCCCn1c(-c2ccccc2)nc(=S)c2c1CCCC2 do in these assays?
HT1080 viability: -6%

How did Cc1ccc(C)c(/C(O)=C2\C(=O)C(=O)N(CCCn3ccnc3)C2c2cccnc2)c1 (centres undefined) do in these assays?
HT1080 viability: -13%

What do the screens show for `CCC(C)C(NC(=O)OCc1ccccc1)C(=O)OCN1C(=O)c2ccccc2C1=O` (centres undefined)?
HT1080 viability: -6%

How did COc1ccc(C(=O)CSc2nc(N)nc(SC)c2C#N)cc1 do in these assays?
HT1080 viability: 7%

Results for O=C(NCc1cccc(Cl)c1)c1cnn2c1NC(c1ccco1)CC2C(F)(F)F (centres undefined) ?
HT1080 viability: 4%

What do the screens show for `Cc1ccc(SC(C)C(=O)NCc2cccnc2)cc1` (centres undefined)?
HT1080 viability: 1%

Results for Cc1cccc(NC(=O)NCc2ccccn2)c1 ?
HT1080 viability: -6%

2 records picked at random from those above, as already listed:
Results for Cc1cccc(NC(=O)NCc2ccccn2)c1 ?
HT1080 viability: -6%

What do the screens show for `CC(C)[C@H](NS(=O)(=O)c1ccccc1)C(=O)OCn1nnc2ccccc2c1=O`?
HT1080 viability: 11%

Following part
How did CN1C[C@@H]2C(c3ccc(C(F)(F)F)cc3)C3(c4cccnc4)CC2(C3)[C@H]1c1ccccc1 (some centres undefined) do in these assays?
HT1080 viability: 0%

Results for C=CCOc1ccccc1C1NC(=O)NC(C)=C1C(=O)NCc1ccccc1 (centres undefined) ?
HT1080 viability: 7%

How did CC1C(C(=O)Nc2ccccc2)CCCC1(C)C(=O)O (centres undefined) do in these assays?
HT1080 viability: -9%

What do the screens show for `CCC(=O)Nc1ccccc1C(=O)NC1CCCCC1`?
HT1080 viability: 20%

Results for Cc1cccc(CN2CCN(CC(=O)N3CCCC3)C2=O)c1 ?
HT1080 viability: 2%

Results for CN1CCN(C(=O)c2cc3nc(-c4ccccc4)cc(-c4ccccc4)n3n2)CC1 ?
HT1080 viability: 18%

What do the screens show for `O=C(O)c1cc(C2CC2)nc2ccccc12`?
HT1080 viability: 10%

Results for O=C(NCC(=O)N(CC1CCCO1)C1(C(=O)NC2CCCC2)CCCCC1)c1ccccc1 (centres undefined) ?
HT1080 viability: 2%

What do the screens show for `Cc1ccc(Nc2nc(N)nc(CSCCO)n2)cc1`?
HT1080 viability: 6%

Results for CCOC(=O)c1ccc(Nc2cc(C)nc(C)c2C(=O)OCC)cc1 ?
HT1080 viability: -18%

What do the screens show for `CC(C)CC(c1nnnn1CCc1ccccc1)N1CCC(C(N)=O)CC1` (centres undefined)?
HT1080 viability: 2%

What do the screens show for `Cc1ccc(-n2nnnc2SCc2ccccn2)cc1C`?
HT1080 viability: 10%

What do the screens show for `COc1ccc(CNC(=O)Oc2ccccc2)cc1Cl`?
HT1080 viability: 4%

What do the screens show for `CC(C)c1ccc(O)c(NC(=O)c2cccnc2)c1`?
HT1080 viability: -10%

Results for CCCS(=O)(=O)C(=C(Nc1ccc(OC)cc1)Nc1ccc(OC)cc1)S(=O)(=O)CCC ?
HT1080 viability: 7%

Results for Cc1nn(C)c(C)c1NC(=O)CSc1nc(C2CC2)nc2c1cnn2-c1ccccc1 ?
HT1080 viability: -8%

How did COC(=O)c1cccc(C23CC4(C2)[C@H](CN(Cc2ccc(C(F)(F)F)cc2)[C@@H]4c2ccccc2)C3c2ccccc2)c1 (some centres undefined) do in these assays?
HT1080 viability: -4%

How did O=C(Cn1c(=O)sc2ccccc21)OC(CCl)CCl do in these assays?
HT1080 viability: -4%

How did COc1ccccc1CN1C(=O)CN(C2CCCCCC2)C(=O)C1c1ccc(F)cc1 (centres undefined) do in these assays?
HT1080 viability: -5%

What do the screens show for `Cc1ccc[n+](-c2nc3ccccc3nc2C(=C=[N-])C#N)c1`?
HT1080 viability: -5%

How did COC(=O)c1ccc(C23CC4(C2)[C@H](CN(Cc2cccnc2)[C@@H]4c2ccccc2)C3c2ccc(Cl)nc2)cc1 (some centres undefined) do in these assays?
HT1080 viability: 2%

What do the screens show for `O=C1C(C23CC4CC(CC(C4)C2)C3)C(=O)N(c2ccccc2)N1c1ccccc1`?
HT1080 viability: -1%

What do the screens show for `CC1(C)Cc2c(sc(/N=C/N3CCCC3)c2C#N)C(C)(C)N1`?
HT1080 viability: -6%

How did CC1=C(C(=O)OCC(Br)(Br)Br)C(c2ccc(Br)cc2)NC(=O)N1CCCC(=O)O (centres undefined) do in these assays?
HT1080 viability: -14%

Results for Cc1ccc(CNS(=O)(=O)NCc2ccccc2)cc1 ?
HT1080 viability: 12%

What do the screens show for `Cc1ccc(-n2cnc3cc(NCc4cccs4)ccc32)cc1`?
HT1080 viability: -9%

How did CCn1c(CNc2ccc(OC)cc2)nnc1SCC(=O)Nc1ccc(F)cc1 do in these assays?
HT1080 viability: 5%

How did CCCNC(=O)c1ccccc1NC(=O)C1COc2ccccc2O1 (centres undefined) do in these assays?
HT1080 viability: -14%

How did C=CCn1c(SCc2c(C)noc2C)nc2sc3c(c2c1=O)CCCC3 do in these assays?
HT1080 viability: -24%

Results for O=c1ccc(/C=C/c2ccccc2)nn1Cc1ccccc1Cl ?
HT1080 viability: -9%

What do the screens show for `O=c1[nH]c2cc3c(cc2cc1CN(Cc1ccc2c(c1)OCO2)Cc1nnnn1CC1CCCO1)OCO3` (centres undefined)?
HT1080 viability: -9%

Results for CC1(C)C2CCC13CS(=O)(=O)NC3C2 (centres undefined) ?
HT1080 viability: 10%

What do the screens show for `CCOC(=O)Cc1csc(NC(=O)c2cc3c(s2)CCCC3)n1`?
HT1080 viability: -10%

Results for CS(=O)(=O)N1CCC(C(=O)O)CC1 ?
HT1080 viability: -5%

How did Cc1ccc(C(c2nnnn2CS(=O)(=O)c2ccc(C)cc2)N2CCC(C)CC2)cc1 (centres undefined) do in these assays?
HT1080 viability: -2%

How did C/C(=C(\C#N)C(=O)NCc1ccccc1)N(C)C do in these assays?
HT1080 viability: 10%

Results for CC(=O)c1cccc(N(C(=O)Cn2nnc3ccccc32)C(C(=O)NC2CCCCC2)c2cn(C)nc2C)c1 (centres undefined) ?
HT1080 viability: -5%

Results for COC(=O)CC1SC(=O)NC1=Nc1ccc(O)cc1 (centres undefined) ?
HT1080 viability: -12%

What do the screens show for `CCc1nnc(NC(=O)C(C)C)s1`?
HT1080 viability: 2%

How did CNC(=O)[C@@]1(C)C=C[C@@H](Cc2ccccc2)N1C(C)=O do in these assays?
HT1080 viability: -10%

How did Cc1ccccc1CN(c1ccc(C(=O)Nc2ccccc2C(=O)NCc2ccco2)cc1)S(C)(=O)=O do in these assays?
HT1080 viability: 9%

Results for CCNc1c2c(nc3ccccc13)CC(C)(C)CC2=O ?
HT1080 viability: 2%

Results for COC(=O)C(NC(=O)c1ccccc1)(Nc1cc(C)cc(C)n1)C(F)(F)F (centres undefined) ?
HT1080 viability: 5%

How did O=C1c2ccccc2C(=O)N1c1ccc(Cl)cc1 do in these assays?
HT1080 viability: 8%

What do the screens show for `O=C(NC1CC1)c1cc(=O)c2ccccc2o1`?
HT1080 viability: -1%

What do the screens show for `COC(=O)c1cc(C)sc1NC(=O)C1CC=CCC1C(=O)O` (centres undefined)?
HT1080 viability: -6%

What do the screens show for `Cc1cccc(-n2c(N)cc(=O)nc2SCC(=O)Nc2nnc(C)s2)c1`?
HT1080 viability: -2%

What do the screens show for `CN1C[C@@H]2C(c3ccc(Cl)nc3)C3(c4ccccc4)CC2(C3)[C@H]1c1ccccc1` (some centres undefined)?
HT1080 viability: -3%

What do the screens show for `CCCCn1c(-c2nonc2N)nc2ccccc21`?
HT1080 viability: -12%

Results for O=C(CSc1nnnn1C1CCCCC1)N1c2ccccc2Sc2ccccc21 ?
HT1080 viability: 8%

What do the screens show for `COc1ccc(S(=O)(=O)Nc2cc(C(=O)NC(C)C)ccc2N2CCOCC2)cc1`?
HT1080 viability: 0%

Results for COc1ccc(-c2nnc(N(C)C(=O)c3ccno3)s2)cc1 ?
HT1080 viability: 0%

What do the screens show for `CCSc1nc(=S)n(-c2ccccc2)c(C)c1C(C)=O`?
HT1080 viability: -1%

Results for COC(=O)c1cccc(COC(=O)c2ccc(N(C)C)cc2)c1 ?
HT1080 viability: -1%

What do the screens show for `COc1ccc2[nH]c(=O)c(CN(C(=O)c3cccnc3)c3ccccc3)cc2c1`?
HT1080 viability: 3%

What do the screens show for `CC1=NN(c2cccc(C(=O)O)c2)C(=O)/C1=C\C=C\c1ccco1`?
HT1080 viability: -6%

How did CNC(=O)c1[nH]cnc1C(=O)Nc1ccccc1C do in these assays?
HT1080 viability: 2%

How did COc1cccc(NC(=O)CN2CCN(S(=O)(=O)c3ccc(F)cc3)CC2)c1 do in these assays?
HT1080 viability: -11%

How did CCOC(=O)c1ccc(NC(=O)C2CCCN(S(=O)(=O)c3ccc(F)cc3)C2)cc1 (centres undefined) do in these assays?
HT1080 viability: -15%

Results for O=C(CSc1ncccc1C(=O)O)c1ccc2ccccc2c1 ?
HT1080 viability: -10%

Results for Cc1cc(=O)oc2c(CN(CC(C)C)CC(C)C)c(O)ccc12 ?
HT1080 viability: -6%

What do the screens show for `N#CC(c1ccc(O)cc1)N1CCCCC1` (centres undefined)?
HT1080 viability: -8%

What do the screens show for `CCN(CC)CCCNC(=O)Cn1ncn2cccc2c1=O`?
HT1080 viability: 0%

How did CCN1CCN(c2ccc(NC(=O)c3cccc(OCc4ccccc4)c3)cc2)CC1 do in these assays?
HT1080 viability: -2%

Results for COc1cc(S(=O)(=O)NC2CCCC2)c(OC)cc1Cl ?
HT1080 viability: -10%

Results for O=c1/c(=C/c2ccc(O)cc2)sc2n1CCCN=2 ?
HT1080 viability: -4%

An excerpt (hit frequency here may not be typical).
